Assay outcomes as filed in PubChem.
TAAR1 ag: human TAAR1 agonism | CHO RD-HGA16 TAAR1, Fluo-8 calcium fluorescence; vehicle wells 0%, saturating PEA agonist 100% | activation, % at 3 µM | 0.99% of 360,000 active | AID 624467;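 active = activation above the mean activation of all test compounds in the run plus 3 SD, cut at about 38% in these data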
Target sequence (Q96RJ0 whole entry, looked up): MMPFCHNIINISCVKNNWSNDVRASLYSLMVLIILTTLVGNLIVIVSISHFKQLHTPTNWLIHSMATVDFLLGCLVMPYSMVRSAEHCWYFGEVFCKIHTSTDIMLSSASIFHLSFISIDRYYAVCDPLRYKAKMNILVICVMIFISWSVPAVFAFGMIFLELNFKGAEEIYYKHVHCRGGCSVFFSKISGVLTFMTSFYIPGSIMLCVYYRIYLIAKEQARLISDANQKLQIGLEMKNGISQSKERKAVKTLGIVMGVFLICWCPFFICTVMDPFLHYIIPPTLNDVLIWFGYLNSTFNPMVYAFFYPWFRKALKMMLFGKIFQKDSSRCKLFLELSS
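System: CHO-derived RD-HGA16 cells with stable Gα16 and human TAAR1 / Times: 17-24 h plating, Fluo-8 75 min 37 °C, 30 min RT / Technique: calcium-sensitive Fluo-8 signal, excitation 470-495, emission 515-575 nm / Measure: % activation relative to PEA EC100 response / Benchmarks: DMSO and PEA EC100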
CHO parental Ca: counter-screen for OX1R antagonists: effect in parental CHO cells. parental CHO-K1, ATP-induced calcium, Fluo-8 fluorescence. inhibition, % at 5.6 µM. 0.63% of 330,000 active. AID 463079;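 active = inhibition above that plate's mean sample inhibition plus 3 SD, cut at about 26% in these data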;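 also: 0% = ATP-challenged DMSO wells and 100% = DMSO wells without ATP; some compounds past the cut are filed as inactive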
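Measured by: calcium-sensitive Fluo-8 fluorescence / Test system: CHO parental line / Controls: ATP-challenged DMSO wells low, unchallenged DMSO wells high / Measure: % inhibition / Compound: single nominal dose of 5.6 µM per compound / Replicates: single well per compound, no replicates / Reagent: ATP as calcium-mobilizing challenge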
V1aR counter: activates human V1a receptor in oxytocin agonist counter-screen | CHO-V1R cells, Fluo-8 calcium fluorescence, agonist mode; 0% DMSO, 100% 3 nM vasopressin | activation, % at 3 µM | 0.25% of 320,000 active | P37288;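 active = activation above the mean activation of all tested compounds plus 3 SD, per screening run, cut at about 20% in these data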;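 also: signal is peak over basal fluorescence ratio across a 100 second FLIPR read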
TAAR1 antagonist: antagonists of human TAAR1; Q96RJ0; CHO RD-HGA16 TAAR1, Fluo-8 calcium fluorescence, antagonist; inhibition, % at 3 µM; 1.5% of 360,000 active; AID 624466;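 active = inhibition above a per-plate cutoff, the mean inhibition of test compounds on that plate plus 3 SD, cut at about 49% in these data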;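 also: 0% = DMSO plus EC80 beta-PEA response and 100% = DMSO alone without agonist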
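Assay system: CHO-derived RD-HGA16 cells stably expressing human TAAR1 plus Gα16. Timing: 140 s kinetic read after compound, 140 s after agonist. Technique: kinetic Fluo-8 calcium fluorescence measurement. Measure: % inhibition of agonist calcium response.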
M1 PAM: potentiates human M1 receptor response to acetylcholine. activation, % at 3 µM. 0.088% of 360,000 active. CHO-K1 hM1, Fluo-8 calcium fluorescence, ACh EC20; 0% = ACh EC20, 100% = maximal ACh. P11229. AID 588819; in the data active = activation above about 19%, passing the limit was not always enough
M1 antag: human CHRM1 antagonism | P11229 | CHO-K1 hM1, Fluo-8 calcium fluorescence, ACh EC80 antagonist | inhibition, % at 3 µM | 1.3% of 360,000 active;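 active = percent inhibition above its own plate's cutoff, namely the mean of that plate's compound wells plus 3 SD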;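 also: peak over basal fluorescence ratio during 140 s after agonist addition; 0% = ACh EC80 plus DMSO and 100% = DMSO alone without agonist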
M1 ag: human M1 muscarinic receptor agonism; CHO-K1 hM1, Fluo-8 calcium fluorescence, agonist mode; 0% DMSO, 100% acetylcholine EC100; P11229; activation, % at 3 µM; 0.33% of 360,000 active; AID 588814;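 active = activation above the run's mean compound activation plus 3 SD, cut at about 16% in these data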;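 also: peak over basal fluorescence ratio within a 140 s kinetic read after compound addition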
OXTR ag: agonists of human oxytocin receptor; P30559; CHO-OTR cells, Fluo-8 calcium fluorescence; normalized: DMSO 0%, oxytocin 100%; activation, % at 3 µM; 0.32% of 320,000 active;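 active = activation above the mean of all tested compounds plus 3 SD, cutoff set per screening run, cut at about 20% in these data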;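 also: peak over basal fluorescence ratio from a 100 s FLIPR kinetic read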
Target sequence (P30559 whole entry, looked up): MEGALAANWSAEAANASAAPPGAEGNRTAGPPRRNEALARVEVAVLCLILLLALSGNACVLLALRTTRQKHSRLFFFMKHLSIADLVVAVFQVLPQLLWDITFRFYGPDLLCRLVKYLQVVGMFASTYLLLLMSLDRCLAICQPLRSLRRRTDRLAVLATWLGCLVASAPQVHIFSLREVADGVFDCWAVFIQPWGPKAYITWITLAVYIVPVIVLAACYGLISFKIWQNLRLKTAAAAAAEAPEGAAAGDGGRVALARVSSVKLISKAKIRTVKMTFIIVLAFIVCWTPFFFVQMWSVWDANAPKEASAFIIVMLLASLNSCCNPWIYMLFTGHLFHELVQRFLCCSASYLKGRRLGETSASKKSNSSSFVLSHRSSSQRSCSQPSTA
OXTR potentiate: potentiators of human oxytocin receptor. 0.061% of 320,000 active. AID 2445. activation, % at 3 µM. P30559. CHO-OTR cells, Fluo-8 calcium fluorescence, potentiator mode; 0% = oxytocin EC15, 100% = EC100;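 active = activation above that plate's cutoff, the mean activation of tested compounds plus 3 SD, cut at about 6.6% in these data, passing the limit was not always enough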;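 also: 100% uses oxytocin at 75 nM as the full agonist control; some results filed as inactive read as strong as hits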
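Assay system: CHO cell line stably expressing human OTR | Also added: Oxytocin at about EC15, sub-maximal agonist stimulus | Times: Compound 6 min at room temperature before oxytocin, 100 s read | Measured by: Fluo-8 intracellular calcium fluorescence, ex 470-495, em 515-575 nm | Controls: EC15 oxytocin alone as 0%, 75 nM oxytocin as 100%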
Numbers without * were called inactive; x = no result given.

#	Compound	M1 antag	TAAR1 antagonist	CHO parental Ca	OXTR ag	M1 ag	M1 PAM	TAAR1 ag	OXTR potentiate	V1aR counter
1	C[C@@H]1CCCCO[C@@H](CN(C)Cc2ccc(Cl)c(Cl)c2)[C@@H](C)CN([C@H](C)CO)C(=O)c2cc(NC(=O)Nc3ccccc3)ccc2O1	-14	-22	x	x	11	18	1	x	x
2	CCC(=O)Nc1ccc(C=C(C(C)=O)C(C)=O)cc1	-3	-4	-7	0.6	-3	2	12	-5	3.5
3	O=S(=O)(c1ccc(Cl)cc1)N1CCCC1c1nc(-c2ccc(Cl)cc2)no1 (stereo not drawn)	-15	-14	2	-0.4	-3	5	3	-10	1.1
4	Cc1cc(C(=O)N/N=C/c2cc([N+](=O)[O-])cc(C)c2O)n[nH]1	0	-1	x	x	-4	-2	3	x	x
5	Cn1c(-c2ccc(F)cc2)cnc1NCc1ccc(F)cc1	1	-11	-11	0.6	-3	-5	10	-11	0.2
6	CCOc1ccc(OCC)c(S(=O)(=O)N2CCCCC2)c1	4	7	-19	-2.2	-6	-6	2	-9	-0.9
7	O=S1(=O)CCN2N=C(C3CC3)SC2=N1	-9	18	7	0.0	-4	9	2	-7	-0.1
8	CN1C[C@@H]2[C@@H]3C(=O)N(Cc4ccccc4)C(=O)[C@@H]3[C@](C)(C1=O)N2C(=O)c1ccc(F)cc1	-7	15	x	x	-2	2	10	x	x
9	COc1ccc(/C=C2\N=C(SC)N(c3ccccc3OC)C2=O)cc1	8	22	30	3.0	0	-5	0	-7	4.3
10	CC(=O)Nc1ccc(N=Nc2ccccc2)cc1	-7	4	-4	4.6	6	1	1	-5	2.1
11	O=C(Nc1ccccc1Cl)Nc1ccccc1Cl	-9	-45	-9	-2.5	-4	5	-3	-5	-1.1
12	O=S(=O)(Nc1nc(-c2sccc2Cl)cs1)c1cc(Cl)ccc1Cl	2	x	-12	-2.2	-1	-2	x	-26	-0.2
13	CC(=O)NCc1cc(-c2nn(C)c(=O)c3ccccc23)ccc1C	-10	-14	-19	-1.1	-3	7	7	-10	-0.4
14	C(=N\N(Cc1ccccc1)c1ccccc1)/c1ccco1	-13	-26	-15	-1.8	-9	13	6	-18	0.1
15	Cc1ccc(S(=O)(=O)N(C)C[C@H]2OCCCC[C@@H](C)Oc3ccc(NC(=O)Cc4ccccc4)cc3C(=O)N([C@H](C)CO)C[C@@H]2C)cc1	1	-5	x	x	-4	-1	3	x	x

(further entries)
#	Compound	M1 antag	TAAR1 antagonist	CHO parental Ca	OXTR ag	M1 ag	M1 PAM	TAAR1 ag	OXTR potentiate	V1aR counter
16	CS(=O)(=O)c1ccc(C(=O)NC(Cc2ccccc2)c2ccccc2)cc1 (stereo not drawn)	10	5	-18	-0.6	-6	-3	3	-7	0.1
17	CCOCCCNC(=O)c1c[nH]c2ccc(OCC)cc2c1=O	3	-9	-13	-0.3	-3	2	1	-2	0.1
18	O=C(Nc1cccc(C(F)(F)F)c1)OCc1ccncc1	-9	-24	-15	-1.9	-4	9	-1	0	-0.1
19	CCOc1ccc(NS(=O)(=O)c2c(C)nc3sccn3c2=O)cc1	-17	-16	-13	4.3	-2	6	12	-5	4.3
20	CCCCc1c(O)n2c(nc3ccccc32)[nH]c1=O	-23	-7	2	-0.6	-3	2	8	-9	-1.1
21	COc1cc(NC(=O)C2CCCN2S(=O)(=O)c2cccc3cccnc23)cc(OC)c1OC (stereo not drawn)	-14	17	-2	1.3	-1	9	2	3	0.6
22	Cc1cc(-n2c(SCC(=O)Nc3ccc(F)c(F)c3)nc3n[nH]c(C)c3c2=N)ccc1Cl	-5	-19	4	-1.8	-4	2	-1	-14	-1.0
23	COCCNC(=O)CN(Cc1cccs1)C(=O)CCC(=O)Nc1nccs1	-7	-15	-4	-0.1	-9	19	1	-13	0.6
24	CCN(CC(=O)Nc1c(F)cccc1F)C(=O)C1CCCN(C(=O)c2ccc(Cl)cc2)C1 (stereo not drawn)	-8	-1	-7	-0.8	-4	4	0	-3	0.0
25	CCOC(=O)C1(P(=O)(c2ccccc2)c2ccccc2)CCC1	-5	13	-24	0.4	-4	8	1	-8	0.6
26	COc1ccccc1N(CC(=O)Nc1ccc(Cc2ccncc2)cc1)S(=O)(=O)c1ccccc1	4	25	-11	-0.8	-3	6	9	-10	1.2
27	Cc1cc(C)n(-c2ccc(C(=O)N3CCN(S(=O)(=O)c4ccc(Br)cc4Cl)CC3)cc2)n1	-1	10	x	x	-6	-4	-1	x	x
28	O=C(NNC(=S)Nc1ccccc1)c1cccc(S(=O)(=O)N2CCOCC2)c1	-4	-1	7	-0.8	-3	6	2	-8	-0.9
29	CC(=O)Oc1ccccc1N(C(C)=O)S(=O)(=O)c1cccc([N+](=O)[O-])c1	2	23	-8	0.4	-2	7	4	-4	0.7
30	CCO[C@@H]1OC(C(=O)NCc2ccccc2)=C[C@H](C2CCCCC2)[C@H]1CCCO	-2	-4	-22	-1.2	-11	-5	4	-12	-0.3

New compounds follow
#	Compound	M1 antag	TAAR1 antagonist	CHO parental Ca	OXTR ag	M1 ag	M1 PAM	TAAR1 ag	OXTR potentiate	V1aR counter
31	O=C(CN(C(=O)c1csnn1)c1ccc(F)c(Cl)c1)NCc1ccccc1	-13	-10	-12	1.4	1	9	4	-6	1.6
32	O=C(CCC1CCCN(C(=O)CC2=CCCCC2)C1)N1CCN(c2ccccn2)CC1 (stereo not drawn)	-5	-7	-24	-1.4	-14	4	1	0	0.5
33	CCc1nc(NCC(C)C)c(C#N)c2c1COC(C)(C)C2	-9	4	-10	0.1	-3	5	1	-4	0.7
34	COc1ccc(C(=O)NC2(C(F)(F)F)C(=O)N(Cc3ccco3)C3=C2C(=O)CC(C)(C)C3)cc1OC (stereo not drawn)	5	-13	-13	-0.4	-5	6	6	-3	2.3
35	Oc1ccc(C[C@H]2CNCCN2CCc2cccc3ccccc23)cc1	-3	14	2	4.6	-6	13	4	-11	1.4
36	Cc1cc(C)c2c(CN3CCCCC3)cc(=O)oc2c1	-1	-9	-8	-1.8	-8	-1	3	-7	-1.7
37	COCCN(CCOC)S(=O)(=O)c1ccc(C(=O)Nc2nnc(C)o2)cc1	-4	-2	1	0.3	-3	7	10	-5	0.0
38	O=C(NC(=S)N1CCOCC1)C12CCC3CC(CC(C3)C1)C2	-8	-2	-8	-0.2	-3	19	2	-9	1.6
39	CCN(CC)C(=O)/C(=C\c1ccc2c(c1)OCO2)NC(=O)c1ccc(Br)cc1	-4	-19	-14	-2.1	-2	7	-2	-10	0.5
40	COc1ccc(Br)cc1CNC(=O)C1CCN(S(=O)(=O)N2CCCCC2)CC1	-6	-2	-5	2.3	-3	-3	3	-10	4.7
41	COc1cccc(C2=CC(=O)C[C@H](c3ccc(Cl)cc3)C2)c1	-10	12	-34	1.4	-9	-3	3	-7	1.4
42	NC1=C(Br)C(=O)c2ccccc2C1=O	-11	-25	-12	0.7	-1	13	1	5	0.7
43	CC(C)Oc1cccc(C(=O)Nc2ccc(Br)cc2F)c1	-18	2	-6	-2.1	-9	5	0	-6	-0.7
44	CC1(C)OC2OC(C(=O)N/N=C/c3ccccc3F)C3OC(C)(C)OC3C2O1 (stereo not drawn)	1	-3	-10	1.6	-2	2	11	-2	0.9
45	CCCCn1c(CNC(C)=O)nc2ccccc21	-9	-2	3	0.5	-5	2	0	-3	0.2

(listing goes on)
#	Compound	M1 antag	TAAR1 antagonist	CHO parental Ca	OXTR ag	M1 ag	M1 PAM	TAAR1 ag	OXTR potentiate	V1aR counter
46	COc1ccc(Cl)cc1NC(=O)C/C(C)=N/NC(=O)c1ccccc1[N+](=O)[O-]	-5	-3	-10	-1.0	-5	-2	4	-13	1.1
47	O=C(COc1ccc([N+](=O)[O-])cc1)N/N=C/c1ccccn1	-6	3	-3	-1.1	-5	3	2	-7	-0.1
48	CCOC(=O)CC(NC(=O)c1ccco1)c1ccc(C)cc1 (stereo not drawn)	-9	-5	-4	-0.7	-3	11	8	-11	-0.1
49	COc1ccc(SCCN2CC[C@@H](NC(=O)OCc3ccccc3)CCC2=O)cc1	7	20	-23	6.0	-5	-5	12	-5	0.6
50	COC(=O)C(Cc1c[nH]c2ccccc12)NC(=O)c1ccc2nc[nH]c2c1 (stereo not drawn)	-1	-3	x	x	0	3	3	x	x
51	CCc1ccnc(NS(=O)(=O)c2ccc3c(c2)OCCO3)c1	-1	-19	-19	0.3	-2	7	0	-4	-2.1
52	COc1ccc(CCNCc2ccc(-c3ccccc3)cc2)cc1OC	4	8	x	x	-3	-4	24	x	x
53	COCc1c(C(=O)Nc2ccc3nc(N4CCOCC4)sc3c2)oc2ccccc12	6	27	-23	0.8	3	-5	10	-6	4.9
54	CCOC(=O)C1C2C=CC3(CN(Cc4ccccc4)C(=O)C13)O2 (stereo not drawn)	-8	-4	9	0.6	-3	7	0	-2	0.2
55	COc1ccc(C(=O)NC(=S)Nc2ccc3oc(=O)ccc3c2)cc1[N+](=O)[O-]	-13	-19	2	1.0	-3	10	1	-1	1.3

Compounds were not picked by outcome; 3.7% or so of the library scored in one or more.
